VLA-4 inh: inhibition in a human VLA-4 binding assay; P13612; VLA-4 expressing cells, ligand binding flow cytometry; inhibition, % (about 7 µM as worked out from the volumes in the protocol); 330,000 compounds, 0.2% hits; in the data active = inhibition above about 50%
CIT2 TOR yeast: alters CIT2-GFP fluorescence in TOR pathway yeast screen | S. cerevisiae CIT2-GFP strain, flow cytometry, 3 h; 100 means same as DMSO wells | GFP response vs DMSO, % at 10 µM | 320,000 compounds, 0.065% hits;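 active = GFP response relative to DMSO above a set limit, near the screen mean plus 3 SD, cut at about 150% in these data; inconclusive = Fewer than 70 cells measured for a yeast strain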;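 also: ratio of well median GFP fluorescence to mean of DMSO wells on the plate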
Bcl-xL primary: blocks human Bcl-xL binding to Bim BH3 peptide; Q07817; GST-Bcl-xL / FITC-Bim BH3 peptide fluorescence polarization; inhibition, % at 10.9 µM; 320,000 compounds, 0.7% hits; AID 2129;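 active = inhibition above the mean of all tested compounds plus 3 SD, cutoff set per campaign, cut at about 30% in these data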;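 also: 0% = DMSO wells and 100% = unlabeled Bim-BH3 peptide competitor; inhibitors lower millipolarization by displacing the labeled peptide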
Target sequence (Q07817 whole entry, looked up): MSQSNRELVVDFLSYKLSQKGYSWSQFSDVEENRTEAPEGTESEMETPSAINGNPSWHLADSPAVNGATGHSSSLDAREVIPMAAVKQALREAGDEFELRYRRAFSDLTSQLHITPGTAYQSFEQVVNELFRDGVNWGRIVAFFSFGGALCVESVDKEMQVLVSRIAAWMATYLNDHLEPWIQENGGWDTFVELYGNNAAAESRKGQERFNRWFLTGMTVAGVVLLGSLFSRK
MCL1-BIM inh: MCL1-BIM-BH3 interaction inhibition (human); Q07820; GST-MCL1 / FITC-Bim-BH3 fluorescence polarization; inhibition, % at 10.9 µM; 320,000 compounds, 0.68% hits; AID 2057;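 active = inhibition above the mean inhibition of all tested compounds plus 3 SD, set per campaign, cut at about 40% in these data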;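 also: 0% = DMSO wells and 100% = unlabeled Bim-BH3 peptide control; higher means more loss of mP so more displacement of Bim peptide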
GLD-1 RNA inh: GLD-1-TGE RNA interaction inhibition (C. elegans). purified GLD-1 + fluorescein TGE RNA, fluorescence polarization. inhibition, % at 5.96 µM. 320,000 compounds, 0.44% hits. AID 2280;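 active = percent inhibition above a per-plate cutoff, the plate mean of test compounds plus 3 SD, cut at about 30% in these data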;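 also: 0% = DMSO wells with GLD-1 and probe and 100% = wells lacking GLD-1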
AGP1-GFP MLPCN: yeast TOR pathway AGP1-GFP modulation; S. cerevisiae AGP1-GFP multiplex flow cytometry, 3 h; GFP as percent of DMSO wells; 320,000 compounds, 0.02% hits; AID 2066; GFP response vs DMSO, % at 10 µM;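 active = GFP response relative to DMSO above a set limit, near screen average plus 3 SD, cut at about 150% in these data; inconclusive = fewer than 70 cells counted for the yeast strain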;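 also: median GFP channel fluorescence of the gated AGP1 strain per well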
Fam108B counter: blocks mouse Fam108B hydrolase in RBBP9 counter-screen. recombinant Fam108B, FP-Rh probe fluorescence polarization. inhibition, % at 9.51 µM. 300,000 compounds, 0.33% hits;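 active = inhibition above the screen mean inhibition plus 3 SD, computed separately per campaign, cut at about 18% in these data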;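 also: inhibitors lower polarization as less probe binds the enzyme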
GRK2 inh: blocks RNA aptamer binding to human GRK2 | bead flow cytometry, FAM-aptamer displacement from GRK2 | inhibition of aptamer binding, % at 10 µM | 330,000 compounds, 0.59% hits | AID 488847;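 active = inhibition of aptamer binding above 40%, roughly 3 SD of noise, on plates passing a quality check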;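 also: median bead fluorescence of bound FAM aptamer so fluorescent compounds give negative values; no value below 0 was filed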
Target sequence (P25098 whole entry, looked up): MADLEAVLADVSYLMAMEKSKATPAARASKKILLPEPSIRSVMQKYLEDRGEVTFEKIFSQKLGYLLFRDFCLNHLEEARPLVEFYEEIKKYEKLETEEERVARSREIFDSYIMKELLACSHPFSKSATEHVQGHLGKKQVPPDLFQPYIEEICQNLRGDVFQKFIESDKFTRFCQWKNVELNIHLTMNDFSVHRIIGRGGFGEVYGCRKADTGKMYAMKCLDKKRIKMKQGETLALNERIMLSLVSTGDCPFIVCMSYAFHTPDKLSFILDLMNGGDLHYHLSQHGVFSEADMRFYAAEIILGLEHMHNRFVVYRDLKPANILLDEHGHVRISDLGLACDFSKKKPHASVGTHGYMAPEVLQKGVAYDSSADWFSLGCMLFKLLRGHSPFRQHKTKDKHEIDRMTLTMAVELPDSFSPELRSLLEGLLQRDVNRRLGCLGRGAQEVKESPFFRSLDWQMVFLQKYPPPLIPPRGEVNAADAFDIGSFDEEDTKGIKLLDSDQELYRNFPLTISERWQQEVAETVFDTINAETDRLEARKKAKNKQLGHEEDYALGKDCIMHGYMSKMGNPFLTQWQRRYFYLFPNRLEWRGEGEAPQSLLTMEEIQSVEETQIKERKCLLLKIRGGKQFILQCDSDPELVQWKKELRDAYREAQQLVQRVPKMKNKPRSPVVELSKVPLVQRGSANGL
MEX-5 binding: C. elegans MEX-5 TCR-2 RNA binding activity | MEX-5/FITC-TCR2 RNA binding, fluorescence polarization; stronger effect = lower value | AID 1832 | 300,000 compounds, 0.38% hits | activity score (negative = inhibition of binding), % at 10 µM | Q9XUB2;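 active = inhibition past about -25% in most replicates, and total fluorescence under double the plate's negative control median, limit read from the data; inconclusive = replicates evenly split on the limit, or fluorescence at least double controls; inactive = too little inhibition in most replicates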;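 also: 0% = DMSO and -100% = 5 µM competing unlabeled TCR2 RNA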
Numbers without * were called inactive; ? = inconclusive; . = not tested or not shown. Hits appear at their usual frequency; any-hit rate near 2.2%.

1: Cc1cnn(-c2ccc3nnc(-c4ccc(Br)cc4)n3n2)c1
2: CC1=CCC2C(=O)N(c3cc(C)on3)C(=O)C2C1 (centres undefined)
3: O=C(c1cc(Br)c[nH]1)N1CCSCC1
4: O=C(N/N=C/c1ccc(-c2ccc([N+](=O)[O-])cc2)o1)c1cccnc1
5: COc1ccc(NC(=O)C(CC(=O)O)Cc2ccccc2)cc1 (centres undefined)
6: Cc1cc2oc(=O)c(CC(=O)O)c(C)c2c2occ(C(C)(C)C)c12
7: Cc1ccc(CCNC(=O)C2CCN(S(=O)(=O)c3ccc4c(c3)NC(=O)C(C)S4)CC2)cc1 (centres undefined)
8: O=C(CSc1ncn[nH]1)c1ccc(OC(F)F)cc1
assay / compound | 1 | 2 | 3 | 4 | 5 | 6 | 7 | 8
VLA-4 inh | -9 | 10 | 19 | -7 | 3 | 0 | 14 | 12
CIT2 TOR yeast | 88 | 106 | 107 | 88 | 89 | 106 | 91 | 109
Bcl-xL primary | 3 | 11 | -2 | -7 | 4 | 8 | 3 | 0
MCL1-BIM inh | 3 | 9 | 2 | -6 | 5 | 4 | 3 | -3
GLD-1 RNA inh | 12 | 8 | -8 | -3 | 10 | 8 | -1 | 3
AGP1-GFP MLPCN | 97 | 102 | 100 | 99 | 103 | 98 | 94 | 108
Fam108B counter | -4 | 4 | -2 | 4 | -4 | 6 | 4 | 0
GRK2 inh | 0 | 1 | 3 | 2 | 0 | 0 | 0 | 1
MEX-5 binding | -0.7 | 0.3 | 2.4 | ? | -5.1 | 1.8 | -4.6 | 3.7

9: CC[C@H](C)C(C(=O)N1CCN(C(=O)OC(C)(C)C)CC1)n1cc(C(CC(C)C)NC(=O)OC(C)(C)C)nn1 (some centres undefined)
10: COc1cccc(C2C(C(N)=O)=C(C)Nc3nc(-c4ccccc4Cl)nn32)c1 (centres undefined)
11: Cc1nc(-c2ccccc2)sc1C1(C)CC(c2ccc(C#N)cc2)=NO1 (centres undefined)
12: CN(C)CCOC(=O)c1cccc(Br)c1
13: Cc1ccc(S(=O)(=O)N2CCN(CC(=O)N/N=C\c3ccccn3)CC2)cc1
14: CC(CCc1ccccc1)NC(=O)CSc1nccc(=O)[nH]1 (centres undefined)
15: CCOc1ccccc1N(C(=O)Nc1cccc(Cl)c1)C1=NC(C)CS1 (centres undefined)
16: CCOC(=O)c1sc(NC(C)=O)nc1-c1ccccc1
assay / compound | 9 | 10 | 11 | 12 | 13 | 14 | 15 | 16
VLA-4 inh | . | -8 | 5 | 6 | 11 | 0 | 5 | 3
CIT2 TOR yeast | . | 106 | 102 | 99 | 108 | 100 | 104 | 99
Bcl-xL primary | 4 | 3 | 3 | 2 | 2 | 4 | 2 | 2
MCL1-BIM inh | 3 | -3 | 2 | -4 | -1 | 6 | -1 | 4
GLD-1 RNA inh | 2 | 4 | -3 | -4 | 0 | 6 | 0 | 4
AGP1-GFP MLPCN | . | 109 | 109 | 104 | 104 | 100 | 97 | 75
Fam108B counter | 8 | 2 | 0 | 4 | 3 | -7 | 0 | -4
GRK2 inh | . | 4 | 0 | 0 | 1 | 0 | 2 | 3
MEX-5 binding | -0.8 | -2.0 | 0.8 | -0.7 | 0.0 | 0.8 | 0.0 | 4.1

17: O=C(CN(C(=O)CNS(=O)(=O)c1ccc(F)cc1)C1CCCC1)NCc1ccco1
18: Cc1ccc(C)c(N2CCN(C(=O)C3CCC3)CC2)c1
19: CCc1cccc(OCC(=O)Nc2cc(S(=O)(=O)N3CCOCC3)ccc2N2CCCC2)c1
20: Cc1ccc(CS(=O)(=O)CCC(=O)NCCN(C)Cc2ccccc2)cc1
21: Cc1nn(-c2ccccc2)c2c1C(c1ccc([N+](=O)[O-])cc1)N1C(=N2)C(=O)Nc2ccccc21 (centres undefined)
22: Oc1ccc2ccccc2c1C=Nc1ccc(Cl)cn1
23: CCOC(=O)c1c(C)oc2ccc(OC(=O)COc3c(F)c(F)c(F)c(F)c3F)cc12
24: CCN(CCCNC(=O)C1CCCN(S(=O)(=O)c2cnc[nH]2)C1)c1ccccc1 (centres undefined)
assay / compound | 17 | 18 | 19 | 20 | 21 | 22 | 23 | 24
VLA-4 inh | 0 | 34 | 7 | -1 | -10 | 5 | 1 | 3
CIT2 TOR yeast | 102 | 108 | 98 | 101 | 84 | 101 | 106 | 102
Bcl-xL primary | 6 | 7 | 5 | 1 | 3 | 1 | 5 | -1
MCL1-BIM inh | 0 | -3 | -3 | -4 | 6 | 5 | -1 | 0
GLD-1 RNA inh | -2 | -2 | 1 | 2 | 1 | -9 | -9 | -6
AGP1-GFP MLPCN | 100 | 99 | 97 | 100 | 93 | 99 | 96 | 101
Fam108B counter | -1 | 3 | -3 | 3 | -1 | -1 | 1 | -1
GRK2 inh | 6 | 2 | 0 | 0 | 11 | 3 | 2 | 0
MEX-5 binding | -1.1 | 1.7 | 0.8 | 0.3 | -0.2 | -0.8 | -1.6 | -3.5

25: COc1cc(OC)cc(C(C(=O)NC2CCCCC2)N(C(=O)c2ccno2)c2ccccc2)c1 (centres undefined)
26: C=CCOc1ccc(CN(C)C(=O)CNC(=O)c2ccc(-c3ccccc3)cc2)cc1
27: CCOC(=O)Nc1ccc2c(c1)N(C(=O)N1CCN(C)CC1)c1ccccc1S2
28: COc1cc(-c2nc3ccc4ccccc4c3c3c2CCC3)cc(OC)c1OC
29: Cc1cc(C(C)(C)C)c(O)c(C(C)(C)C)c1
30: Cc1cc(OC(C)C(=O)NCc2ccccn2)c2c(C)c(Cc3ccccc3)c(=O)oc2c1 (centres undefined)
31: CCN1CCN(C(=O)/C(=C/c2cccs2)NC(=O)c2ccc(C)c(C)c2)CC1
32: C/C(=N\NC(=O)c1ccc(Cn2cc([N+](=O)[O-])cn2)o1)c1cccc(NC(=O)c2cccnc2)c1
assay / compound | 25 | 26 | 27 | 28 | 29 | 30 | 31 | 32
VLA-4 inh | -4 | 13 | -3 | -19 | -58 | -10 | -3 | -3
CIT2 TOR yeast | 96 | 85 | . | 101 | 99 | 100 | 98 | 86
Bcl-xL primary | -3 | -3 | 3 | 2 | 3 | 2 | -3 | 8
MCL1-BIM inh | -4 | -2 | 1 | -2 | 2 | -3 | 4 | 5
GLD-1 RNA inh | 0 | -6 | 0 | -5 | -1 | -8 | 0 | 0
AGP1-GFP MLPCN | 95 | 93 | 95 | 97 | 105 | 100 | 96 | 91
Fam108B counter | -5 | -4 | 1 | -3 | -1 | -5 | 3 | 3
GRK2 inh | 0 | 0 | 2 | 0 | 1 | 0 | 0 | 1
MEX-5 binding | 0.5 | 1.9 | -1.0 | 1.2 | -6.6 | 0.3 | -4.0 | -0.5

33: COc1ccc(NC(=O)N2CCCc3ccccc32)c(OC)c1
34: COc1ccc(C2=CC(=O)C[C@H](c3ccc(OC)c(OC)c3)C2)cn1
35: Cc1cc(-n2c(C)cc(C(=O)CSc3ncnc4ccccc34)c2C)no1
36: O=C(CCc1nnc(CCCCc2ccccc2)o1)NCCc1cccnc1
37: COC(=O)CSc1nnc(CNC(=O)c2ccccc2OC)n1-c1ccc(OC)cc1
38: Cc1noc(C)c1S(=O)(=O)N1CCCN(C(=O)/C=C/c2ccccc2F)CC1
39: CCCCCCC(c1c(C)n(C)n(-c2ccccc2)c1=O)c1c(C)n(C)n(-c2ccccc2)c1=O
40: COc1cc2c(cc1OC)C(COc1ccc(C(C)C)cc1)NCC2 (centres undefined)
assay / compound | 33 | 34 | 35 | 36 | 37 | 38 | 39 | 40
VLA-4 inh | 16 | -18 | -9 | 4 | 8 | -4 | 11 | 8
CIT2 TOR yeast | 88 | 96 | 98 | 96 | 104 | 96 | 95 | 99
Bcl-xL primary | . | 2 | 2 | 2 | 4 | 0 | -1 | 1
MCL1-BIM inh | . | 3 | 5 | -5 | -1 | -5 | 5 | -3
GLD-1 RNA inh | . | 1 | -5 | 1 | 0 | 2 | 4 | -4
AGP1-GFP MLPCN | 94 | 103 | 99 | 98 | 108 | 102 | 96 | 99
Fam108B counter | . | . | -4 | -7 | 0 | . | 0 | -4
GRK2 inh | 0 | 1 | 2 | 0 | 0 | 0 | 3 | 0
MEX-5 binding | -0.6 | . | 0.6 | 3.3 | . | . | -3.4 | 3.0

41: CCOC(=O)c1ccc(-n2c(CN3CCN(CCO)CC3)nc3ccc([N+](=O)[O-])cc3c2=O)cc1
42: O=C(Oc1cccc(O)c1)C1CCCCC1
43: O=S(=O)(/N=C(/Nc1ccccn1)c1ccccc1)c1ccc(Cl)cc1
44: CCOC(=O)C1CCCN(C(=O)CC(c2ccccc2)c2ccccc2)C1 (centres undefined)
45: Cc1cc(C=O)c(C)n1-c1cccc(C(=O)O)c1
46: CC(=O)NCCc1nc2cc(NS(=O)(=O)c3ccc(Cl)cc3)ccc2n1C
assay / compound | 41 | 42 | 43 | 44 | 45 | 46
VLA-4 inh | -1 | 8 | -9 | 18 | -6 | -4
CIT2 TOR yeast | 91 | . | 98 | 113 | . | 125
Bcl-xL primary | 2 | 1 | 6 | 2 | 1 | 10
MCL1-BIM inh | 0 | -8 | 5 | 0 | -3 | 5
GLD-1 RNA inh | 1 | 3 | 6 | 4 | -2 | -3
AGP1-GFP MLPCN | 100 | 102 | 103 | 107 | 94 | 108
Fam108B counter | -2 | -3 | -14 | -6 | 1 | -2
GRK2 inh | 0 | 3 | 1 | 7 | 15 | 0
MEX-5 binding | -0.5 | 1.6 | 0.4 | -2.6 | -2.8 | 0.4

Among those listed so far, 8 have an aryl methoxy group.
5: COc1ccc(NC(=O)C(CC(=O)O)Cc2ccccc2)cc1 (centres undefined)
10: COc1cccc(C2C(C(N)=O)=C(C)Nc3nc(-c4ccccc4Cl)nn32)c1 (centres undefined)
25: COc1cc(OC)cc(C(C(=O)NC2CCCCC2)N(C(=O)c2ccno2)c2ccccc2)c1 (centres undefined)
28: COc1cc(-c2nc3ccc4ccccc4c3c3c2CCC3)cc(OC)c1OC
33: COc1ccc(NC(=O)N2CCCc3ccccc32)c(OC)c1
34: COc1ccc(C2=CC(=O)C[C@H](c3ccc(OC)c(OC)c3)C2)cn1
37: COC(=O)CSc1nnc(CNC(=O)c2ccccc2OC)n1-c1ccc(OC)cc1
40: COc1cc2c(cc1OC)C(COc1ccc(C(C)C)cc1)NCC2 (centres undefined)
assay / compound | 5 | 10 | 25 | 28 | 33 | 34 | 37 | 40
VLA-4 inh | 3 | -8 | -4 | -19 | 16 | -18 | 8 | 8
CIT2 TOR yeast | 89 | 106 | 96 | 101 | 88 | 96 | 104 | 99
Bcl-xL primary | 4 | 3 | -3 | 2 | . | 2 | 4 | 1
MCL1-BIM inh | 5 | -3 | -4 | -2 | . | 3 | -1 | -3
GLD-1 RNA inh | 10 | 4 | 0 | -5 | . | 1 | 0 | -4
AGP1-GFP MLPCN | 103 | 109 | 95 | 97 | 94 | 103 | 108 | 99
Fam108B counter | -4 | 2 | -5 | -3 | . | . | 0 | -4
GRK2 inh | 0 | 4 | 0 | 0 | 0 | 1 | 0 | 0
MEX-5 binding | -5.1 | -2.0 | 0.5 | 1.2 | -0.6 | . | . | 3.0
